Compound activity deposited in PubChem BioAssay by several laboratories.
FadD28 binding – inhibitors of Mycobacterium tuberculosis FadD28 bisubstrate binding. actives 0.22% (n = 360,000). AID 588549. FadD28 bisubstrate probe binding, fluorescence polarization. inhibition, % at 12.5 µM; in the data active = inhibition above about 8.5%, passing the limit was not always enough; inconclusive = no clear call, values can overlap the other calls
PrPC surface inh – cell surface PrPC inhibition, primary TR-FRET screen; actives 0.43% (n = 370,000); TR-FRET read-out; AID 720596; P04156; inhibition, % at 13.8 µM; in the data active = inhibition above about 24%; note: 0% = median of the test wells and 100% = reference compound wells
FBA Mtb inh – Mtb fructose-bisphosphate aldolase inhibition. P9WQA3. purified M. tuberculosis FBA, fluorescence read-out. inhibition, % at 1 µM. actives 2.3% (n = 360,000). AID 588726; in the data active = inhibition above about 27%;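 note: 0% = vehicle and 100% = reference inhibitor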
Target sequence (P9WQA3 whole entry, looked up): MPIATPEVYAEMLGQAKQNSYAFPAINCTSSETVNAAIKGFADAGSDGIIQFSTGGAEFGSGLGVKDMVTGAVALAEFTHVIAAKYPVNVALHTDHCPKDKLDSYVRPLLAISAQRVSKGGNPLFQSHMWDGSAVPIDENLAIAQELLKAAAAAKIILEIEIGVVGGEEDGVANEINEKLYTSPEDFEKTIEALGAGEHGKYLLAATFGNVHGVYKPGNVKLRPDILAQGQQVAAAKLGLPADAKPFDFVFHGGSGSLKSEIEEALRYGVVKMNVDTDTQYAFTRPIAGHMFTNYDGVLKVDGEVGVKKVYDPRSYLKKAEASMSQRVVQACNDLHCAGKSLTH
Mtb BioA inh – BioA (M. tuberculosis) enzyme inhibition. purified M. tuberculosis BioA enzyme, plate reader. inhibition, % at 9.99 µM. actives 0.096% (n = 360,000). AID 602481; in the data active = inhibition above about 40%; inconclusive = no clear call, values can overlap the other calls
BoNT-F LC inh – inhibitors of Botulinum neurotoxin F light chain protease | inhibition, % at 10 µM | Multiplex microsphere protease cleavage assay, flow cytometry | actives 0.22% (n = 360,000); in the data active = inhibition above about 35%, passing the limit was not always enough; inconclusive = no clear call, values can overlap the other calls; note: plate controls were buffer without enzyme for full effect and enzyme alone for no effect
CCHF vOTU inh – CCHFV vOTU protease inhibition. Pep-AMC fluorescence. inhibition, % at 11.5 µM. actives 0.55% (n = 370,000). AID 651958; note: 0% = vehicle wells with enzyme and 100% = no enzyme wells
UGM FP inh – inhibitors of M. tuberculosis UDP-galactopyranose mutase. purified UGM, fluorescence polarization probe displacement. inhibition, % at 10 µM. actives 0.06% (n = 320,000). P9WIQ1; in the data active = inhibition above about 10%, passing the limit was not always enough; inconclusive = no clear call, values can overlap the other calls
Target sequence (P9WIQ1 whole entry, looked up): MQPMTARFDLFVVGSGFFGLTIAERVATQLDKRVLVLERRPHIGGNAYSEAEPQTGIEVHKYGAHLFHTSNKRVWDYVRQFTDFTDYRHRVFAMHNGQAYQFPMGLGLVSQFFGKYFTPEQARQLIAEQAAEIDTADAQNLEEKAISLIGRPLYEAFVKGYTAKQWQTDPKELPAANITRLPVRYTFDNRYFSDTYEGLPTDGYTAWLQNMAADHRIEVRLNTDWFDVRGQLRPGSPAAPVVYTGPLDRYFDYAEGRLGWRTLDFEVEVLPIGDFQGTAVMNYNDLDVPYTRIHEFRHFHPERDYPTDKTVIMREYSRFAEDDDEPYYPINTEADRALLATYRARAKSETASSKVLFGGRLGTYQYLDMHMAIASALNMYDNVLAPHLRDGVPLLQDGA
BoNT-A LC inh2 – inhibitors of Botulinum neurotoxin A light chain protease; multiplex microsphere protease substrate cleavage, flow cytometry; inhibition, % at 10 µM; actives 0.17% (n = 360,000); AID 588499; in the data active = inhibition above about 30%; inconclusive = no clear call, values can overlap the other calls; note: plate controls were buffer without enzyme for full effect and enzyme alone for no effect
GDH-TPI inh – inhibits GDH-TPI coupling enzymes, artifact for Mtb FBA screen. GDH-TPI coupled enzyme counterscreen, NADH absorbance. inhibition, % at 4.8 µM. actives 1.2% (n = 360,000);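 note: 0% = DMSO wells and 100% = wells lacking the enzyme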
An asterisk follows results filed as active; u = inconclusive; x = no result given. Cut-off read from the data, not from the text of the source, unless noted: active = inhibition above about 30%; inactive = the rest.

SMILES | FadD28 binding | PrPC surface inh | FBA Mtb inh | Mtb BioA inh | BoNT-F LC inh | CCHF vOTU inh | UGM FP inh | BoNT-A LC inh2 | GDH-TPI inh
Cc1cc(C)nc(-n2nc(C)c3c(C(F)F)cc(C)nc32)n1 | 0.3 | 1 | 8 | -0.2 | 6 | 3 | 0.0 | 0.6 | 3
CSCCC(NC(=O)c1ccccc1Br)C(=O)NC(C)CCc1ccccc1 (stereo not drawn) | -2.0 | -3 | 3 | 1.0 | 0 | 10 | -0.1 | -1.9 | 6
Cc1cc2cc(CNC(=O)COc3ccccc3)ccc2n1C | 5.9 | 20 | 0 | -0.9 | -72 | -12 | 0.0 | 69* | 1
COc1cc(C(=O)N2CC(C)OC(C)C2)c([N+](=O)[O-])cc1OC (stereo not drawn) | -3.3 | -9 | -5 | -1.0 | 1 | 14 | 2.3 | 2.0 | -1
COCCn1c(SCCN2CCOCC2)nc2c1c(=O)[nH]c(=O)n2C | -0.2 | 6 | -1 | -1.2 | 2 | 0 | 0.8 | -0.2 | 6
OCCNCCOc1ccccc1-c1ccccc1 | -0.9 | -1 | 6 | -0.5 | 1 | 8 | 0.1 | 0.0 | 11
CCOC(=O)C1=C(CN2CCSCC2)NC(=O)NC1c1ccc2c(c1)OCO2 (stereo not drawn) | -3.7 | -9 | 2 | 3.3 | -5 | -3 | 2.0 | -0.2 | 11
CCN1CCN(CC(O)COc2ccc3c(c2)CCC3)CC1 (stereo not drawn) | 0.4 | 2 | 0 | x | 1 | 2 | -0.6 | -0.4 | 2
Cc1cc2c(cc1C)N(C(=O)CCl)CCN2C(=O)CCl | -1.3 | 4 | 0 | -0.6 | -10 | -12 | x | 0.4 | -1
Cc1cc(C)n(C(=O)c2ccc(NC(=O)C3CC3)cc2)n1 | -2.3 | 0 | -3 | -0.8 | 1 | 4 | -0.6 | 1.6 | 3
Cc1cc(C)cc(-n2ncc3c2CCCC3NC(=O)CCN2CCCC2=O)c1 (stereo not drawn) | -1.8 | 6 | -1 | 4.0 | -5 | -6 | -2.1 | -0.6 | 0
N#C/C(=C\c1ccc(Oc2ccc(C(F)(F)F)cc2[N+](=O)[O-])cc1)c1nc2ccccc2[nH]1 | -1.1 | -1 | 1 | x | -4 | 19 | -0.4 | 0.5 | 25

Continued, overlapping the part above by two compounds.
SMILES | FadD28 binding | PrPC surface inh | FBA Mtb inh | Mtb BioA inh | BoNT-F LC inh | CCHF vOTU inh | UGM FP inh | BoNT-A LC inh2 | GDH-TPI inh
Cc1cc(C)cc(-n2ncc3c2CCCC3NC(=O)CCN2CCCC2=O)c1 (stereo not drawn) | -1.8 | 6 | -1 | 4.0 | -5 | -6 | -2.1 | -0.6 | 0
N#C/C(=C\c1ccc(Oc2ccc(C(F)(F)F)cc2[N+](=O)[O-])cc1)c1nc2ccccc2[nH]1 | -1.1 | -1 | 1 | x | -4 | 19 | -0.4 | 0.5 | 25
CNC(=O)c1nc(C)n(-c2ccc([N+](=O)[O-])cc2)n1 | -2.2 | -41 | 3 | x | 0 | -11 | -0.6 | 0.8 | 16
COc1ccc(CC(=O)O/N=C(\N)Cc2ccc(OC)c(OC)c2)cc1 | 0.0 | x | 1 | x | -5 | x | 0.5 | 0.7 | 3
CN(CC(=O)Nc1ccc(C#N)cc1)CC(=O)Nc1ccc(N2CCOCC2)cc1 | -0.6 | -4 | -3 | x | -4 | 4 | 0.7 | 0.1 | 2
COCCc1ccc(OC2(C)CCN(Cc3cccc(OC)c3OC)C2)cc1 (stereo not drawn) | -1.7 | 0 | -4 | 1.4 | -5 | 0 | x | 0.1 | 3
COc1cc2c(cc1OC)C(Nc1ccccc1)=NC(C)(C)C2 | -0.5 | -2 | -4 | 2.6 | -1 | 1 | x | 0.9 | 8
CCCOC(=O)c1ccc(Oc2cn[nH]c2-c2ccc(OCC)cc2O)cc1 | -5.0 | -5 | 0 | -0.2 | -6 | 18 | 2.3 | 0.0 | -2
COc1ccc(NC(=O)c2cccc3c(-c4ccc(O)c(OC)c4)coc23)cc1 | -0.9 | 13 | -2 | -1.7 | -3 | 1 | x | -0.8 | 5
CSc1cccc(NC(=O)/C=C/c2ccco2)c1 | -0.6 | 0 | -1 | x | -5 | 16 | 1.7 | 0.8 | 4
COc1cccc(-c2nc(S(=O)(=O)c3ccccc3)c(N3CCOCC3)o2)c1 | -3.6 | 3 | -2 | 1.1 | -1 | 15 | -1.2 | 0.2 | 3
CCOc1ccc(-n2ccnc(SCC(=O)Nc3ccc(OC)cc3OC)c2=O)cc1 | -2.6 | -18 | -1 | x | 12 | -2 | x | 0.8 | 21
Cc1ccc(C(=O)N(Cc2sccc2C)C2CCS(=O)(=O)C2)cc1 (stereo not drawn) | -0.3 | 3 | 4 | -2.0 | 4 | -4 | -0.6 | -0.8 | 2
Cc1csc(NC(=O)C(C)N2C(=O)c3ccccc3S2(=O)=O)n1 (stereo not drawn) | -0.8 | 4 | 1 | -0.2 | 1 | 11 | -0.7 | 0.5 | 16

15 entries from above, arranged by molecular weight, descending:
SMILES | FadD28 binding | PrPC surface inh | FBA Mtb inh | Mtb BioA inh | BoNT-F LC inh | CCHF vOTU inh | UGM FP inh | BoNT-A LC inh2 | GDH-TPI inh
N#C/C(=C\c1ccc(Oc2ccc(C(F)(F)F)cc2[N+](=O)[O-])cc1)c1nc2ccccc2[nH]1 | -1.1 | -1 | 1 | x | -4 | 19 | -0.4 | 0.5 | 25
CCOc1ccc(-n2ccnc(SCC(=O)Nc3ccc(OC)cc3OC)c2=O)cc1 | -2.6 | -18 | -1 | x | 12 | -2 | x | 0.8 | 21
CN(CC(=O)Nc1ccc(C#N)cc1)CC(=O)Nc1ccc(N2CCOCC2)cc1 | -0.6 | -4 | -3 | x | -4 | 4 | 0.7 | 0.1 | 2
CCOC(=O)C1=C(CN2CCSCC2)NC(=O)NC1c1ccc2c(c1)OCO2 (stereo not drawn) | -3.7 | -9 | 2 | 3.3 | -5 | -3 | 2.0 | -0.2 | 11
COc1ccc(NC(=O)c2cccc3c(-c4ccc(O)c(OC)c4)coc23)cc1 | -0.9 | 13 | -2 | -1.7 | -3 | 1 | x | -0.8 | 5
CCCOC(=O)c1ccc(Oc2cn[nH]c2-c2ccc(OCC)cc2O)cc1 | -5.0 | -5 | 0 | -0.2 | -6 | 18 | 2.3 | 0.0 | -2
Cc1cc(C)cc(-n2ncc3c2CCCC3NC(=O)CCN2CCCC2=O)c1 (stereo not drawn) | -1.8 | 6 | -1 | 4.0 | -5 | -6 | -2.1 | -0.6 | 0
Cc1ccc(C(=O)N(Cc2sccc2C)C2CCS(=O)(=O)C2)cc1 (stereo not drawn) | -0.3 | 3 | 4 | -2.0 | 4 | -4 | -0.6 | -0.8 | 2
COc1ccc(CC(=O)O/N=C(\N)Cc2ccc(OC)c(OC)c2)cc1 | 0.0 | x | 1 | x | -5 | x | 0.5 | 0.7 | 3
Cc1cc2c(cc1C)N(C(=O)CCl)CCN2C(=O)CCl | -1.3 | 4 | 0 | -0.6 | -10 | -12 | x | 0.4 | -1
COc1cc2c(cc1OC)C(Nc1ccccc1)=NC(C)(C)C2 | -0.5 | -2 | -4 | 2.6 | -1 | 1 | x | 0.9 | 8
CCN1CCN(CC(O)COc2ccc3c(c2)CCC3)CC1 (stereo not drawn) | 0.4 | 2 | 0 | x | 1 | 2 | -0.6 | -0.4 | 2
Cc1cc(C)n(C(=O)c2ccc(NC(=O)C3CC3)cc2)n1 | -2.3 | 0 | -3 | -0.8 | 1 | 4 | -0.6 | 1.6 | 3
CNC(=O)c1nc(C)n(-c2ccc([N+](=O)[O-])cc2)n1 | -2.2 | -41 | 3 | x | 0 | -11 | -0.6 | 0.8 | 16
CSc1cccc(NC(=O)/C=C/c2ccco2)c1 | -0.6 | 0 | -1 | x | -5 | 16 | 1.7 | 0.8 | 4

(cont.)
SMILES | FadD28 binding | PrPC surface inh | FBA Mtb inh | Mtb BioA inh | BoNT-F LC inh | CCHF vOTU inh | UGM FP inh | BoNT-A LC inh2 | GDH-TPI inh
COc1ccc([C@@H]2CC=C(C(=O)O)CN2S(=O)(=O)c2ccc(Cl)cc2)cc1 | 0.4 | -5 | 8 | 10 | -2 | -3 | -0.9 | -0.2 | 5
COC(=O)c1ccccc1NC(=O)COc1ccccc1 | -4.6 | 3 | 1 | 1.8 | -17 | -5 | -0.1 | -1.3 | 11
Nc1cc(=O)[nH]c(=O)n1CCc1ccccc1 | -0.5 | -4 | 1 | 0.4 | u | -17 | -1.6 | 0.4 | 1
CCOC(=O)c1ccc(N2Cc3ccccc3C2)cc1O | -5.2 | -2 | -1 | -1.7 | -11 | 0 | -0.8 | 1.4 | 7
